Assay outcomes from PubChem BioAssay.
RBBP9 inh: blocks human serine hydrolase RBBP9. O75884. recombinant RBBP9, FP-Rh probe fluorescence polarization. inhibition, % at 7.94 µM. hit rate 0.2% among 220,000;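 active means inhibition above the campaign mean of all tested compounds plus 3 SD, cut at about 14% in these data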;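 further: plate controls were DMSO wells with RBBP9 for no effect and wells lacking RBBP9 protein for full effect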
Target sequence (O75884 whole entry, looked up): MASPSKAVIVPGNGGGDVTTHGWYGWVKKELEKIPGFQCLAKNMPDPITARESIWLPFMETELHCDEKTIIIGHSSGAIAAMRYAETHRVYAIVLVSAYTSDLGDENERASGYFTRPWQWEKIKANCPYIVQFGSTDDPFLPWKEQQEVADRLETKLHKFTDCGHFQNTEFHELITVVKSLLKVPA
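System: RBBP9 protein / Quantity: 2.5 µM RBBP9 dispensing solution, before mixing / Also added: Serine-hydrolase probe FP-Rh, 375 nM pre-mixing / Dosing: 7.94 µM single dose, 0.794% DMSO / Timing: enzyme-compound preincubation 30 min, then probe labeling 45 min, 25 °C / Signal: FP readout at 525/598 nm / Controls: DMSO-treated enzyme wells and wells lacking RBBP9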
p97 ATPase inh: blocks human p97 ATPase activity. P55072. recombinant p97 ATPase, Kinase-Glo ATP luminescence, 3 h. inhibition, % at 8 µM. hit rate 0.42% among 220,000; in the data active means inhibition above about 15%;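 further: 0% = DMSO vehicle and 100% = wells lacking enzyme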
Runt-CBFb FRET: Runt domain-CBFb interaction inhibition | AID 1496 | Cerulean-Runt/Venus-CBFb FRET ratio 530/480, 1 h | hit rate 0.46% among 220,000 | inhibition, % at 20 µM | Q01196+Q13951;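 active means inhibition over about 50% at 20 µM in the single-dose screen, limit read from the data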;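 further: 0% = DMSO wells and 100% = excess unlabeled CBFb competitor control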
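Assay system: Cerulean-Runt domain / Medium: Tris 50 mM pH 7.5, KCl, K2SO4, 0.01% BSA / Timing: protein complex preformed 1 h, compound exposure 1 h, room temperature, dark / Measured by: FRET, excitation 422 nm, emission at 530 and 480 nm / Evaluation: loss of energy transfer signal / Control set: 5 µM unlabeled CBFb as full-inhibition high control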
Furin inh: human furin inhibition; purified furin, fluorogenic substrate cleavage; inhibition, % at 30 µM; hit rate 0.061% among 220,000; in the data active means inhibition above about 25%; further: inactives centre near -15
Target sequence (P09958 108-714 limits assumed): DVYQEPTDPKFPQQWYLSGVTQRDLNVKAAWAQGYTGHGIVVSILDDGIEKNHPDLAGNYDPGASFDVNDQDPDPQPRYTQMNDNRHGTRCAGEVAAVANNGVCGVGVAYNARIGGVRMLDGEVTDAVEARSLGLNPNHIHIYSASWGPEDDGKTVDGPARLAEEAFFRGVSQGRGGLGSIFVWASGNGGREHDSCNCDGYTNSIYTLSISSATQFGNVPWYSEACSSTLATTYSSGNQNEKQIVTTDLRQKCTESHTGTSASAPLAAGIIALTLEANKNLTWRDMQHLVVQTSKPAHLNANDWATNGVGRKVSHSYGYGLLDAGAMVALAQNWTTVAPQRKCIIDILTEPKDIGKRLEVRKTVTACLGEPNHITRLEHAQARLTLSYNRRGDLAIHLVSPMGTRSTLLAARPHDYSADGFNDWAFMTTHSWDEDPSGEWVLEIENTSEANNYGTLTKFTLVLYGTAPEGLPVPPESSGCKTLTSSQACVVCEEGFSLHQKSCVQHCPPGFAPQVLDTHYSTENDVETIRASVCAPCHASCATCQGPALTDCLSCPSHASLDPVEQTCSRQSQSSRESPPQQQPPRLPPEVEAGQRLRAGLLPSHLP
Calpain2 inh: calpain II (pig) inhibition. purified calpain II, fluorogenic peptide substrate, 30 min. inhibition, % at 16 µM. hit rate 0.37% among 220,000;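 active means inhibition above about 50%, limit read from the data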
Tb hexokinase: T. brucei hexokinase 1 inhibition. recombinant TbHK1, G6PDH-coupled NADH A340. inhibition, % at 10 µM. hit rate 0.11% among 220,000. AID 1430;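 active means inhibition of 50% or more in the single-dose primary screen; inactive means inhibition below 50%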
EBV gp42 inh: blocks Epstein-Barr virus glycoprotein 42 binding. AID 1085. Q1HVG2. Fluorescence polarization binding assay, mP read-out. inhibition, % (tested at 21.74 µM). hit rate 0.42% among 220,000; in the data active means inhibition above about 50%
Target sequence (Q1HVG2 whole entry, looked up): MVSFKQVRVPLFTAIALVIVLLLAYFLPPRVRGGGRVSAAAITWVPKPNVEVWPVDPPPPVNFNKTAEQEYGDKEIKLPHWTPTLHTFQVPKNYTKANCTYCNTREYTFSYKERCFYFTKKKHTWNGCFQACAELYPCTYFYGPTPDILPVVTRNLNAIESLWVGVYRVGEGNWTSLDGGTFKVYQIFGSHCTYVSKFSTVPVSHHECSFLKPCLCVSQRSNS
Runt-SMMHC FRET: Runt domain-CBFb-SMMHC interaction inhibition | Q01196+Q13951 | Cerulean-Runt/Venus-CBFb-SMMHC FRET ratio 530/480, 1 h | inhibition, % at 20 µM | hit rate 0.74% among 220,000 | AID 1434;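 active means mean inhibition across duplicate retests at 20 µM reaching about 50%, limit read from the data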;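 further: 0% = DMSO wells and 100% = wells with excess untagged CBFb-SMMHC; inhibitors lower the FRET ratio by blocking Runt binding to CBFb-SMMHC; some results filed as inactive read as strong as hits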
p47phox inh: p47phox (human) inhibition. P14598. p47phox/p22phox peptide binding, fluorescence polarization, 2 h. inhibition, % at 24.7 µM. hit rate 0.53% among 220,000. AID 1274;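 active means inhibition above about 30%, limit read from the data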;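 further: 0% = p47phox with labelled peptide and 100% = labelled peptide alone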
* hit, by the source's call; i = inactive; x = not tested or not shown; [ ] = remark or other dose.

SMILES	RBBP9 inh	p97 ATPase inh	Runt-CBFb FRET	Furin inh	Calpain2 inh	Tb hexokinase	EBV gp42 inh	Runt-SMMHC FRET	p47phox inh
COc1ccc(-c2nnn(Cc3nc(N)nc(N4CCOCC4)n3)n2)cc1OC	-3	2	-2	-7[20 µM]	-11	-5	-2	0	7
COCC(=O)NNS(=O)(=O)c1ccccc1[N+](=O)[O-]	-3	-3	1	-2	11	31	-17	3	-8
Cc1cc(NC(=O)c2ccc(Br)c([N+](=O)[O-])c2)no1	6	0	0	-18	-3	-7	-20	-1	6
CCOc1nc(Oc2cccc(C(=O)O)c2)nc(Oc2cccc(C(=O)O)c2)n1	-4	0	0	-7	-16	1	-23	4	-5
CCC(CC)C(=O)Nc1cc(C)cc(C)c1	-10	-7	-2	-9	-17	0	-17	-1	-8
CC(=O)c1cc(C(=O)N2CCc3c([nH]c4ccccc34)C2C2CCCCC2)[nH]n1 (centres undefined)	-3	6	-2	-17	-89	-5	-12	0	-14
CC(C)c1ccc(-c2nc(N3CCOCC3)[nH]c(=O)c2C#N)cc1	-6	1	-1	-11[20 µM]	11	-6	-11	-2	-8
Cc1noc(C)c1C(=O)OCC(=O)C12CC3CC(CC(C3)C1)C2	-7	-1	-2	-16	18	-2	9	1	-9
O=C(NCC1CCCO1)C(c1cccs1)N(C(=O)c1ccc(-c2ccccc2)[nH]1)C1CCCC1 (centres undefined)	-1	-5	-3	-9	-4	28	-7	-2	-97
CSc1ccccc1NC(=O)CCn1c(=O)sc2ccccc21	-1	3	-2	-15[20 µM]	-14	2	-8	-1	-13
C/C(=N\O)c1ccc2c(c1)OCCO2	-5	1	0	-25	-24	3	-1	-2	-8
Nc1nc(N)c2nc(-c3ccccc3)c(N)nc2n1	-5	10	26	-96	i	0	-2	56*	-9
COc1ccc(C(=O)C[n+]2ccccc2C)cc1	-4	7	-11	-11	-10	-1	-9	-22	-5
Clc1cccc(CNCCNCc2cccc(Cl)c2)c1	-4	4	1	-16	-13	5	-6	4	-5
Cc1sc(NC(=O)CN2CCN(c3ccccn3)CC2)c(C#N)c1C	6	5	1	-9[20 µM]	-7	-1	-19	-4	-24
Cc1nn(CC(=O)NCC2CCCO2)c(C)c1[N+](=O)[O-] (centres undefined)	-8	-3	1	-15	19	1	-4	-2	4
O=C(O)c1ccccc1C(=O)N(Cc1ccccc1)Cc1ccccc1	-7	-2	1	-17[20 µM]	-25	-2	-15	-1	-7
CO/N=C(\Cn1ncc(N2CCCC2)c(Cl)c1=O)c1ccc(Cl)cc1	-7	-9	1	1[20 µM]	13	-12	2	11	-6
COc1cccc(CNc2ncnc3cc(OC)c(OC)cc23)c1	-10	0	0	-11[20 µM]	-4	-5	-16	0	-7
CCN1CCN(C(=S)Nc2ccc3nc(N4CCN(C)CC4)cc(C)c3c2)CC1	2	6	4	1	-18	16	-4	4	-3
CCc1c(C)nc2c(-c3ccccc3)c(C)nn2c1Nc1ccc(NC(C)=O)cc1	11	-1	-2	-2	-10	-40	2	-4	-2
Cc1ccc2cc(COC(=O)c3cccc([N+](=O)[O-])c3)c(=O)[nH]c2c1	-8	3	0	-20	10	-14	-15	-2	-13
CC(C)(C)S(=O)(=O)/C(C#N)=N/Nc1ccc(C#N)cc1	-2	0	-2	10	37	-29	7	-3	0
O=C(N/N=C/c1cccc(C(F)(F)F)c1)c1ccc(O)cc1	-11	0	3	-16	16	-13	-32	1	3
CCOC(=O)c1c(CN2CCOCC2)n(-c2ccccc2)c2cc(Br)c(OC)cc12	-9	-4	0	2[20 µM]	2	-9	-10	-2	-13
O=C(N/N=C/c1cc([N+](=O)[O-])ccc1Cl)c1cnccn1	-4	7	0	-9	2	-13	-12	0	-4
CCOc1ccc(OCC)c(NC(=O)CSc2nc3cccnc3n2C)c1	1	-4	-7	2	30	-2	-13	2	-8
CCN(CC)CCN1C(=O)C(=O)/C(=C(/O)c2c(C)[nH]c(C(=O)OC)c2C)C1c1cccc(OC)c1 (centres undefined)	-8	7	0	-5	5	-45	-6	-1	-12
COc1ccc(Br)cc1CNC(=O)CCc1nc(-c2ccc(C)cc2)no1	0	-2	-3	26*[20 µM]	0	1	-26	-3	-18
COc1ccc(C(CC(=O)N2CCCC2)c2c(OC)cc(OC)c3ccc(=O)oc23)cc1 (centres undefined)	x	x	1	-26	-145	-34	-3	1	2
CN(c1nc(-c2ccccc2)cs1)C1CCS(=O)(=O)C1 (centres undefined)	-7	-3	2	-17[20 µM]	-10	0	-10	0	-2
Cc1ccccc1NS(=O)(=O)c1cc(C(=O)NCc2ccco2)ccc1C	-1	-3	-1	-19[20 µM]	10	3	7	-1	-10
O=C(COn1nnc2ccccc21)N1CCN(Cc2ccccc2)CC1	-2	2	1	-16	-24	-1	-17	-4	-17
CN1CCc2nc(NC(=O)COc3ccc4ccccc4c3)sc2C1	-9	2	x	-20	-47	-3	-17	51	-50
CCOC(=O)c1[nH]c(C)c(C(=O)NCCCN2CCOCC2)c1C	-3	3	-1	-22	-13	2	5	1	-3
CCOc1cc(/C=N/Nc2cccc(C(=O)O)c2)ccc1OCC(=O)N1CCCCC1	-5	1	0	-14	-46	-11	2	2	-17
CCCCNC(=O)/C=C/c1ccc(S(=O)(=O)Nc2ccc(OC)cc2)cc1	-2	1	0	-25	-19	2	7	3	-2
COc1ccc2nc(NC(=O)CSc3ccccc3)sc2c1	-8	-2	-1	-16[20 µM]	3	-1	-3	1	-29
COc1ccc(C2C(C(N)=O)=C(C)Nc3nc(-c4ccccc4OC)nn32)cc1OC (centres undefined)	7	3	3	-3	-5	0	-11	9	-10
O=[N+]([O-])c1ccccc1-c1ccc(C(=S)N2CCCCC2)o1	-4	7	35	-20	28	-16	-7	2	0

A portion of the results above, as a working copy:
SMILES	RBBP9 inh	p97 ATPase inh	Runt-CBFb FRET	Furin inh	Calpain2 inh	Tb hexokinase	EBV gp42 inh	Runt-SMMHC FRET	p47phox inh
CN1CCc2nc(NC(=O)COc3ccc4ccccc4c3)sc2C1	-9	2	x	-20	-47	-3	-17	51	-50
CCOC(=O)c1[nH]c(C)c(C(=O)NCCCN2CCOCC2)c1C	-3	3	-1	-22	-13	2	5	1	-3
CCOc1cc(/C=N/Nc2cccc(C(=O)O)c2)ccc1OCC(=O)N1CCCCC1	-5	1	0	-14	-46	-11	2	2	-17
CCCCNC(=O)/C=C/c1ccc(S(=O)(=O)Nc2ccc(OC)cc2)cc1	-2	1	0	-25	-19	2	7	3	-2
COc1ccc2nc(NC(=O)CSc3ccccc3)sc2c1	-8	-2	-1	-16[20 µM]	3	-1	-3	1	-29

Additional entries.
SMILES	RBBP9 inh	p97 ATPase inh	Runt-CBFb FRET	Furin inh	Calpain2 inh	Tb hexokinase	EBV gp42 inh	Runt-SMMHC FRET	p47phox inh
CCCCOC(=O)C1C2C=CC3(CN(CCc4ccccc4)C(=O)C13)O2 (centres undefined)	-2	1	x	-6	6	5	-14	3	-8
CCOC(=O)CC1C(=O)NCCN1C(=O)c1c(F)cccc1F (centres undefined)	1	2	0	-6[20 µM]	-16	2	-8	2	-9
Cc1ccc(NS(=O)(=O)c2ccc(NC(=O)CSc3ccc(Cl)cc3)cc2)c(C)c1	-14	0	x	-14	-11	-7	5	7	-13
CC(C)(C)c1ccc(S(=O)(=O)C(C)(C)C)cc1	1	0	-1	-11	38	9	-1	-1	4
CCCN(CCC)c1nc(C)cc(C(C#N)c2nc3ccccc3o2)n1 (centres undefined)	0	5	40	-1	-101	-8	19	65	-11
CC(CC1CC(C)(C)OC1=O)C(=O)Nc1ccc([N+](=O)[O-])cc1 (centres undefined)	-2	2	0	-9	-5	-19	-13	4	-7
O=S(=O)(c1ccccc1)n1ccc(-c2cnc(-c3ccccc3)s2)n1	0	1	0	-29[20 µM]	-39	-4	-3	1	-3
CCn1c(-c2nn(C)c(C)c2Cl)n[nH]c1=S	6	7	3	-18[20 µM]	-1	-4	-1	26	8
CCOC(=O)N1CCN(c2cc(=O)n(C)c(=O)n2C)CC1	-5	3	2	-14	-8	-6	-25	-3	-6
CN1CCN(/N=C/c2ccc(-c3ccc([N+](=O)[O-])cc3)o2)CC1	-5	-5	10	4	33	-18	-14	-31	2
O=Cc1cn(CCC(=O)O)nc1-c1cccc(Cl)c1	-2	1	-1	-11	19	4	5	1	20
CC1(C)NC(=O)N(CC(O)COc2ccccc2-c2ccccc2)C1=O (centres undefined)	-2	-1	-1	-19	-18	-9	0	3	-11
CN1CCC(CNC(=O)Nc2csc3ccccc23)CC1	-3	5	9	-24	-9	-5	0	1	3
Cc1c(NC(=O)c2cc(-c3ccc(Cl)s3)nc3ccccc23)c(=O)n(-c2ccccc2)n1C	-9	4	-5	-14[20 µM]	-71	-11	-3	-1	-20
O=C(c1cc(-c2ccc3c(c2)OCO3)on1)N1CCOCC1	3	-8	6	-11[20 µM]	-16	-6	-8	1	-1
Cc1nn(C)c(Oc2ccccc2)c1[N+](=O)[O-]	-9	4	1	-12[20 µM]	-13	-1	-17	-2	-11
CCOC(=O)Cc1c(C)[nH]n(-c2ccccc2)c1=O	4	0	0	-17	16	-4	-7	2	-11
COCCN1Cc2cccc(C(=O)Nc3cccnc3)c2C1=O	10	4	3	18[20 µM]	-15	-2	-9	0	-4
O=C(NCCCCNC(=O)c1ccccn1)c1ccccn1	-6	-2	0	-7	25	1	-13	0	1
Cc1ccc(-n2c(C)cc(C(=O)CSc3nnc4ccccn34)c2C)cc1	-7	-1	-1	-7	12	-8	-4	0	1
CS(=O)(=O)N(Cc1ccco1)Cc1ccccc1Cl	1	2	0	-13[20 µM]	-5	-1	-10	-5	-15
COc1ccc(CN(Cc2ccccn2)C(=O)CN2C(=O)COc3ccccc32)cc1	2	-2	-1	-16	-32	0	-20	3	-4
Nc1cc(S(=O)(=O)N2CCCCC2)ccc1N1CCOCC1	1	9	0	-5	-8	-1	-15	2	-8
CC1=N/C(=C/c2cccnc2)C(=O)O1	-5	-2	0	-5	-40	-7	3	2	0
O=C1c2ccccc2C(=O)N1c1ccc(-c2nc3ccccc3o2)cc1	-6	2	0	-31	27	-6	2	4	8
CCOC(=O)c1oc2ccc(OC)cc2c1NC(=O)CN1CCN(C)CC1	-10	0	1	-25[20 µM]	i	-11	-17	-4	-2
c1ccc(CSc2ncnc3c2sc2nc(N4CCOCC4)c4c(c23)CCCC4)cc1	-4	2	-1	-24	-113	-11	2	1	-15
O=C(NCCOc1ccc(Cl)cc1)C1CCCCC1	-8	0	-1	-31	-2	2	-3	3	-18
C#CCSc1nsc(SCC#C)c1C#N	-7	0	0	-8	-34	16	2	-2	-18
CCOC(=O)c1cc(C#N)c(C)nc1N(CC)CC	-2	0	-1	-17	0	-22	-11	-4	-3
Cn1ccs/c1=N\C(=O)Nc1ccccc1	-7	-2	0	-26	-19	-17	11	0	0
CSCCC(NC(=O)CCN1C(=O)c2ccccc2C1=O)C(=O)O (centres undefined)	2	5	1	-20[20 µM]	10	5	10	-1	-3
Cc1ccccc1C(=O)N[C@H](C(=O)Nc1ccc(Cl)c(Cl)c1)C(C)C	5	2	17	-14	8	-6	-25	-2	-25
CC(=O)N1CCN(S(=O)(=O)c2ccc(C)cc2)C1C(C)C (centres undefined)	1	-2	-1	-13	-13	5	-17	1	-1
O=C(Cn1c(=O)oc2ccccc21)N1CCCCC1	-2	8	-1	-15	-3	1	-8	-3	-2
